MITF act: activators of MITF-driven TRPM1 promoter reporter, primary screen, cell-based, SK-MEL-5, luciferase, single point | activation, % at 12.5 µM | SK-MEL-5 TRPM1-promoter luciferase, 24 h; % of positive control, neutral wells = 0 | hit rate 0.75% among 300,000;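 active = mean activation of at least 80% with every replicate also reaching 80%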;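 also: 0% = neutral control wells and 100% = parthenolide positive control wells; values of inactives mirror those of a sister screen read the other way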
RTF Ca sens act: cardiac RTF calcium sensitivity activators, primary screen, biochemical, IANBD-TnC fluorescence, EC20 calcium. AID 493008, 2010. hit rate 0.24% among 340,000. IANBD-labeled TnC RTF fluorescence at EC20 calcium; 0% EC20 calcium, 100% full calcium. activation, % at 7.2 µM. Troponin I, cardiac muscle (Homo sapiens) + Troponin T, cardiac muscle (Homo sapiens) + …;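 active = activation above the mean over all tested compounds plus 3 SD, cut at about 30% in these data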;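 also: rise in fluorescence read as greater calcium sensitivity of cardiac thin filaments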
PvdQ inh: P. aeruginosa PvdQ acylase inhibitors, primary screen, biochemical, fluorescence, plate reader and imaging, single point; inhibition, % at 10 µM; purified PvdQ acylase; hit rate 0.063% among 340,000; AID 488965, 2010; in the data active = inhibition above about 30%, passing the limit was not always enough;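 also: 0% = vehicle neutral wells and 100% = reference inhibitor wells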
HTR5A ag ctr: HTR5A agonists in luminescence cell assay, primary screen, counter-screen for OPRM1-OPRD1 heterodimer agonist project, full-deck HTS; hit rate 0.61% among 340,000; activation, % at 9.3 µM; cell-based; AID 504692, 2011; in the data active = activation mostly above about 9.5%, no sharp cut-off; inactive = mostly below about 7.6%;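 also: 0% = cells with vehicle only and 100% = reference agonist; strong numbers were not always called active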
Target sequence (P47898 whole entry, looked up): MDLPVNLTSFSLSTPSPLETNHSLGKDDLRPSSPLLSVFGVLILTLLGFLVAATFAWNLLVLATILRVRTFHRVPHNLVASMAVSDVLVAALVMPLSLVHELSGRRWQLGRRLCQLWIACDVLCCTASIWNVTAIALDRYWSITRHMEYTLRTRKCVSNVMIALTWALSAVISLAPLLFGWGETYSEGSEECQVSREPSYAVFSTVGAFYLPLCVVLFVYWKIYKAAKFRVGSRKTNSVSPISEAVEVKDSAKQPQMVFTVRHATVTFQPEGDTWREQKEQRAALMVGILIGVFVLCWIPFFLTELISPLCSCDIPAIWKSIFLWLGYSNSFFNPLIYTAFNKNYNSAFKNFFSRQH
SR-BI HDL uptake: inhibitors of SR-BI mediated HDL lipid uptake, primary screen, ldlA[mSR-BI] cells, fluorescence, single point; hit rate 0.96% among 320,000; inhibition, % at 12.5 µM; ldlA[mSR-BI] CHO cells, DiI-HDL uptake fluorescence, 3 h;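 active = mean replicate inhibition of at least 70% and a set share of replicates each scoring 70 or more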;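 also: 0% = median of neutral control wells and 100% = median of positive control wells; values of inactives mirror those of a sister screen read the other way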
SR-BI DiI-HDL act: activators of SR-BI mediated DiI-HDL uptake, primary screen, ldlA[mSR-BI] CHO cells, DiI fluorescence; activation, % at 12.5 µM; 3 h; 100 = double the neutral-control signal; hit rate 0.096% among 320,000;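 active = mean replicate activation of at least 60% and every replicate at or above 60%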;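 also: 0% = median plate neutral-control signal and 100% = twice that signal; values of inactives mirror those of a sister screen read the other way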
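Material: SR-BI-overexpressing, LDLR-lacking CHO cells | Dosing: Single compound concentration, delivered by pin transfer | Probe or stimulus: Labelled HDL, 10 µg/mL | Signal: Bottom-read cell fluorescence after medium removal, ex 550/em 595 nm | Schedule: 3 h, 37 °C | Evaluation: HDL uptake via cellular fluorescence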
dFosB activator: activators of delta FosB homodimer, primary screen, biochemical, fluorescence polarization, TAMRA-CDK5 oligo, single point; Protein FosB (Mus musculus), P13346; purified delta FosB; percent of positive-control signal above neutral wells; activation, % at 25 µM; hit rate 0.99% among 340,000; AID 493131, 2011;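 active = mean activation above about 17%, with every replicate also reaching it, limit read from the data, passing the limit was not always enough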;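 also: fluorescence polarization rise as delta FosB binds a TAMRA Cdk5 AP-1 oligo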
Target sequence (P13346 whole entry, looked up): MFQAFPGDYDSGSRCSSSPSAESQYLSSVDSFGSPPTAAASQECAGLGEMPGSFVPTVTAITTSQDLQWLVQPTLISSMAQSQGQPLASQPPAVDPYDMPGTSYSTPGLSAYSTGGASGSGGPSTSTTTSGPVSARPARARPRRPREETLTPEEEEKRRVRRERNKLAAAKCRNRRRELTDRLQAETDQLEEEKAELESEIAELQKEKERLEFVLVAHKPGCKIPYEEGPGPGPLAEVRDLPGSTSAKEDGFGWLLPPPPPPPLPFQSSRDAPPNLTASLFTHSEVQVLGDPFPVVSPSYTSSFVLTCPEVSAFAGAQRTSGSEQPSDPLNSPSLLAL
Rtt109 Vps75: inhibitors of C. albicans Rtt109/Vps75 HAT, primary screen, biochemical, ThioGlo CoA-SH fluorescence, plate reader; Histone acetyltransferase RTT109 (Candida albicans (strain SC5314 / ATCC MYA-2876)), …; purified Rtt109/Vps75, 4 h; inhibition, % at 34.9 µM; hit rate 0.16% among 330,000; AID 540336, 2011;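 active = inhibition of at least 50% in every replicate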
Target sequence (Q5AAJ8 whole entry, looked up): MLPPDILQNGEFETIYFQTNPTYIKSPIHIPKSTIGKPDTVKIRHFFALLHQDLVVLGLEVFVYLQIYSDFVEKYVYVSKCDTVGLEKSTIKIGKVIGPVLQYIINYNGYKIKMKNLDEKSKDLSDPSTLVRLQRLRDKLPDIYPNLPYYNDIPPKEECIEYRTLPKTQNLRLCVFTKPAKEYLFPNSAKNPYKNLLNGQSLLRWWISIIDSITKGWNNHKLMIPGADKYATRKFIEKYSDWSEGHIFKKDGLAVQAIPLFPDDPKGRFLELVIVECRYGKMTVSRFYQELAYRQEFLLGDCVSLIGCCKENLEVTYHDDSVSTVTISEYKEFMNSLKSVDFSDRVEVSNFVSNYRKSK
CDK5 inh: inhibitors of human CDK5/p35 kinase, primary screen, biochemical, single concentration; Cyclin-dependent kinase 5 (Homo sapiens) + Cyclin-dependent kinase 5 activator 1 (Homo …; Recombinant CDK5/p35, ADP-Glo luminescence, 60 min; inhibition, % at 10 µM; hit rate 0.01% among 330,000; AID 488839, 2010;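 active = highest replicate inhibition of at least 50% and at least 75% of replicates reaching 50%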;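 also: plate controls were DMSO neutral control for no effect and GW8510 at 10 µM for full effect; many of its hits are not listed in these tables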
Wnt act: Wnt/beta-catenin pathway activators, primary screen, cell-based, plate reader, single point; activation, % at 9.35 µM; hit rate 1.2% among 300,000; Wnt/beta-catenin reporter cell assay, activator; in the data active = activation above about 30%, passing the limit was not always enough;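 also: 0% = neutral control wells and 100% = positive control wells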
Numbers without * were called inactive; . = no result given.

SMILES | MITF act | RTF Ca sens act | PvdQ inh | HTR5A ag ctr | SR-BI HDL uptake | SR-BI DiI-HDL act | dFosB activator | Rtt109 Vps75 | CDK5 inh | Wnt act
CC(C)C/C(O)=C/c1nc2cc(Cl)ccc2oc1=O | -7 | -3 | -11 | 2 | 1 | -1 | -2 | -18 | 1.1 | -27
Cc1ccc(S(=O)(=O)N2CCc3ccccc3CC2)cc1 | -14 | 5 | -8 | -1 | -10 | 10 | -1 | -1 | 1.2 | -5
Cc1ccc(NC(=O)COc2cccc(C)c2C)cc1S(=O)(=O)N1CCCCCC1 | 0 | -13 | -9 | 11* | 12 | -12 | -13 | -9 | 1.1 | -2
CN(C)CC1(c2ccccc2)CCCC1 | -2 | 4 | -1 | -1 | -5 | 5 | 5 | 1 | -1.7 | -2
O=C(OCC(=O)N1CCN(c2ccccc2)CC1)c1ccc[n+]([O-])c1 | 1 | 3 | -10 | 4 | -3 | 3 | -1 | -4 | -1.9 | -1
COc1ccc(CCNC(=O)c2ccccc2NC(=O)C2=C(C)OCCS2)cc1OC | 3 | -3 | -13 | -1 | 11 | -11 | 0 | -7 | . | -1
COc1ccc(C(CC(=O)O)NC(=O)c2cc3cc(Br)ccc3oc2=O)cc1OC (stereo not drawn) | -9 | -2 | -15 | -2 | -8 | 8 | -7 | -1 | -0.1 | -3
Cc1ncoc1C(=O)Nc1nccs1 | 6 | -1 | -14 | 0 | -33 | 33 | -1 | -9 | 1.3 | -2
CCOC(=O)c1cnc(SCC(=O)N2CCOCC2)nc1N | 6 | 4 | -11 | 0 | -21 | 21 | 4 | 0 | 2.2 | 1
CN(c1ccccc1)S(=O)(=O)c1ccc(C(=O)Nc2nnc(C3=COCCO3)o2)cc1 | 2 | -1 | -11 | -4 | 13 | -13 | -15 | 3 | 0.2 | -4
Cc1cc(C)nc(N/C(=N\S(=O)(=O)Cc2ccccc2)Nc2ccccc2Br)n1 | 1 | -4 | -12 | 8 | 35 | -35 | -7 | -2 | 2.1 | -7
CN(C)C(CNC(C(=O)Nc1ccc(F)cc1)c1ccccc1)c1ccccc1 (stereo not drawn) | . | -1 | -13 | 3 | . | . | 0 | 1 | -0.8 | 15
CC(=O)Nc1ccc(S(=O)(=O)n2cnc3ccccc32)cc1 | -7 | 7 | -10 | -5 | 0 | 0 | -8 | 5 | -5.8 | -5
Nc1ccc(C(=O)N/N=C/c2cn(Cc3ccc(F)cc3)c3ccccc23)cc1 | 14 | -6 | 4 | 4 | 31 | -31 | 0 | 12 | 0.0 | 0
CC1(C)O[C@@H]2[C@H](O1)[C@@H](COS(=O)(=O)O)O[C@H]2n1c(=S)[nH]c2c(=O)[nH]c(N)nc21 | 5 | -2 | -11 | -1 | 9 | -13 | -5 | 5 | 3.0 | -2
Cc1cccc(NC(=O)CSc2nc(COc3ccccc3)nc3ccccc23)c1C | -11 | 0 | -11 | 2 | -2 | 2 | -1 | 0 | 0.5 | .
CC(NC(=O)C1CCN(S(=O)(=O)c2cccc3nonc23)CC1)c1ccccc1 (stereo not drawn) | -13 | -5 | 11 | 7 | 15 | -15 | -4 | -4 | 1.5 | 0
COc1ccc(C(C)=O)cc1CSCc1cc(C(C)=O)ccc1OC | 10 | -2 | -8 | -1 | 28 | -28 | -4 | 5 | -0.9 | 0
O=c1[nH]c(SCc2ccc(F)cc2)nc2c1cnn2-c1ccc(F)cc1 | 1 | 0 | -14 | 3 | -6 | 6 | 35* | -2 | 0.2 | -2
O=c1c(=O)n(O)c2ccccc2n1O | 2 | 6 | -8 | 7 | 9 | -9 | -4 | . | 1.9 | -2
O=C(NCc1ccc(F)cc1)C1CCN(S(=O)(=O)N2CCCC2)CC1 | -5 | 0 | -5 | -2 | -15 | 15 | -5 | -7 | -1.0 | 1
CCCC(=O)C1=C(SCC)CC(C)(C)C(C(=O)OC)C1=O (stereo not drawn) | -7 | -6 | 2 | -1 | -7 | 7 | -8 | 18 | 0.5 | .
S=c1[nH]nc(C2CCCCC2)n1/N=C/c1ccccc1Cl | -5 | -7 | -10 | -1 | -13 | 13 | -16 | 0 | 2.0 | 0
CCOC(=O)c1cc(-c2cccs2)nc2c1c(C)nn2-c1ccccn1 | 1 | 0 | -6 | 4 | 30 | -30 | -89 | -2 | -3.4 | 2
C=CCn1c(SCC(=O)Nc2cc(C)on2)nc2sc(C)c(C)c2c1=O | -9 | 7 | -15 | 6 | 7 | -7 | 3 | 5 | -0.5 | -8

(list continues)
SMILES | MITF act | RTF Ca sens act | PvdQ inh | HTR5A ag ctr | SR-BI HDL uptake | SR-BI DiI-HDL act | dFosB activator | Rtt109 Vps75 | CDK5 inh | Wnt act
CCC(=O)N1CCC2(CC1)Oc1ccc(Cl)cc1C(=O)C21CC(c2cccnc2)=NO1 (stereo not drawn) | 1 | 17 | -12 | 0 | -7 | 7 | -1 | 8 | -1.7 | -1
C#CCSc1nnnn1-c1cccc(Cl)c1 | -2 | -4 | -8 | 6 | -3 | 3 | 0 | -4 | 0.8 | 1
COc1ccc(S(=O)(=O)N2CCOC2CNC(=O)C(=O)NCCCN2CCOCC2)cc1C (stereo not drawn) | -5 | 2 | 2 | 3 | -13 | 13 | -4 | -2 | 0.3 | 0
CCCc1cc(=O)[nH]c(SCC(=O)N2CCN(S(=O)(=O)c3ccc(C)cc3)C2)n1 | . | 5 | 10 | 3 | -16 | 16 | 0 | 5 | 1.3 | -5
CC1CN(C(=O)c2cccs2)CC(C)O1 (stereo not drawn) | -4 | 5 | -8 | 4 | -6 | 6 | 3 | 2 | -0.1 | -1
Nc1c(C(=O)N2CCCCCC2)oc2ccccc12 | 13 | -8 | 0 | -4 | -23 | 23 | -1 | 5 | -0.8 | -3
CCOC(=O)C1(Cc2ccc(OC)cc2)CCN(C(=O)c2cc(C)on2)CC1 | 42 | -2 | -17 | 0 | -6 | 6 | -5 | 3 | -0.6 | 3
COc1ccc(S(=O)(=O)Nc2ccc3oc(C)c(C(=O)O)c3c2)cc1 | 0 | 6 | -5 | 3 | . | . | -12 | -3 | 0.9 | -2
COc1cccc(C(=O)c2c(C)c(CCC#N)n3ccccc23)c1OC | -1 | 3 | -2 | -1 | 29 | -29 | -4 | 9 | 0.0 | -2
Cc1ccc(NS(=O)(=O)c2cccc(C(=O)Nc3cc(C)on3)c2)cc1 | -27 | -3 | -2 | 1 | 13 | -13 | -2 | -2 | -0.5 | -2
CCCCOC(C)n1cc(F)c(=O)[nH]c1=O (stereo not drawn) | 4 | -2 | 5 | 0 | 28 | -28 | 5 | -9 | 0.4 | -3
C#CCOCCOCCOCCNc1nc(N2CCN(C(=O)[C@H](C(C)C)n3cc(CCO)nn3)CC2)nc(N2CCN(C(=O)[C@H]([C@@H](C)CC)n3cc(CCCN=C(N)N)nn3)CC2)n1 | 6 | 6 | -20 | 4 | -12 | 12 | -13 | -1 | -1.3 | -1
Cc1ccc(C(=O)COC(=O)c2cccc([N+](=O)[O-])c2)s1 | 57 | 2 | -1 | 3 | 3 | -3 | 6 | -5 | 0.5 | 11
Cc1c(C(=O)NCCc2ccc3c(c2)OCCO3)oc2ccccc12 | . | 2 | -12 | 3 | -14 | 14 | -10 | -5 | 1.3 | .
CCCC(=O)Nc1ccc(S(=O)(=O)Nc2cc(OC)ncn2)cc1 | 2 | 6 | -28 | 3 | 0 | 0 | 2 | -20 | 0.7 | 2
CCS(=O)(=O)Nc1ccc(C2=NN(C(C)=O)C(c3cccs3)C2)cc1 (stereo not drawn) | -10 | -4 | 10 | 4 | -11 | 11 | -3 | -1 | 0.9 | -7
COc1ccc(NC(=O)CCN2C(=O)C3CC=CCC3C2=O)cc1S(=O)(=O)N1CCCCC1 (stereo not drawn) | 1 | -1 | 5 | 0 | 0 | 0 | 2 | 10 | 1.1 | -2
Cc1ccc(NC(=O)CSc2n[nH]c(C)c2[N+](=O)[O-])cc1C | 0 | 0 | -8 | 0 | 10 | -10 | 9 | 6 | -2.2 | 7
CCOC(=O)Cn1nnnc1CN(Cc1ccc(OC)cc1)Cc1cc2cc(CC)ccc2[nH]c1=O | -14 | 2 | 12 | -9 | 9 | -9 | 0 | 8 | 4.7 | -7
O=C(/C=C/c1ccccc1)NC(=O)c1ccccc1O | 57 | -6 | 1 | 3 | -4 | 4 | -6 | 6 | -0.9 | 21
CN1CCCC(OC(=O)c2cc(Cl)cc(Cl)c2)C1 (stereo not drawn) | 16 | -2 | -4 | 3 | -6 | 6 | 2 | -2 | 1.2 | 1
CCOc1ccc(C(=O)NCc2cccs2)cc1 | 35 | -3 | 5 | 2 | -14 | 14 | 0 | -6 | 0.6 | .
COCCNc1nnc(SCC(=O)c2ccc3c(c2)OCO3)s1 | 7 | -4 | 14 | 4 | -16 | 16 | 3 | 0 | -1.0 | -3
CCC1CCCCN1C(=O)COC(=O)c1ccc(Br)o1 (stereo not drawn) | 6 | -4 | -6 | -4 | -13 | . | -2 | 1 | -0.3 | 0
COc1ccccc1Nc1ccc([N+](=O)[O-])cn1 | 25 | 5 | 2 | 1 | 10 | -10 | -4 | 0 | 1.8 | 7
COc1ccccc1CNCC(c1ccccc1)c1ccccc1 | 15 | -5 | -4 | -9 | -9 | 9 | -7 | -5 | -0.3 | -1
Oc1ccc(C[C@H]2CNCCN2CCC23CC4CC(CC(C4)C2)C3)cc1 | 6 | 2 | 12 | 8 | -5 | 5 | 9 | 5 | 2.3 | -11
Oc1cccc2cnccc12 | 7 | 4 | 20 | -3 | -30 | 30 | 4 | 6 | 2.5 | 4
COc1ccc(C(=O)CSc2nnnn2C)c(OC)c1 | 14 | -3 | 4 | 0 | 2 | -2 | -4 | 1 | -15 | 1
CCCCC(=O)NC(Nc1ccc(C)cn1)(C(=O)OCC)C(F)(F)F (stereo not drawn) | -1 | 0 | -16 | -4 | -22 | 22 | -2 | 13 | -0.1 | -4

A section taken from the entries so far, for reference:
SMILES | MITF act | RTF Ca sens act | PvdQ inh | HTR5A ag ctr | SR-BI HDL uptake | SR-BI DiI-HDL act | dFosB activator | Rtt109 Vps75 | CDK5 inh | Wnt act
Oc1ccc(C[C@H]2CNCCN2CCC23CC4CC(CC(C4)C2)C3)cc1 | 6 | 2 | 12 | 8 | -5 | 5 | 9 | 5 | 2.3 | -11
Oc1cccc2cnccc12 | 7 | 4 | 20 | -3 | -30 | 30 | 4 | 6 | 2.5 | 4
COc1ccc(C(=O)CSc2nnnn2C)c(OC)c1 | 14 | -3 | 4 | 0 | 2 | -2 | -4 | 1 | -15 | 1
CCCCC(=O)NC(Nc1ccc(C)cn1)(C(=O)OCC)C(F)(F)F (stereo not drawn) | -1 | 0 | -16 | -4 | -22 | 22 | -2 | 13 | -0.1 | -4
